Screening results as filed in PubChem BioAssay.
Myeloid diff 2: induction of myeloid progenitor differentiation, primary screen, cell-based, flow cytometry, MLPCN library; 1% of 360,000 active; calls only at 10 µM; ER-HoxA9 myeloid progenitors, lysozyme-GFP differentiation;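 active = normalized GFP-positive differentiation at or above the plate's own cutoff, the solvent-only control mean plus 3 SD; inconclusive = no clear call, values can overlap the other calls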;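 also: cells exposed to compound for four days before flow analysis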
Siah-1 displacement: Siah-1 peptide-binding antagonists, primary screen, biochemical, fluorescence polarization, rhodamine-plectin, uHTS (AID 1817); Siah-1 / rhodamine-plectin peptide fluorescence polarization; higher % means a stronger effect; 0.02% of 290,000 active; displacement, % at 20 µM; hits with a dose series show IC50 in µM; E3 ubiquitin-protein ligase SIAH1 (Homo sapiens);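 active = displacement of at least 50% at 20 µM, with a fluorescence ratio check between 0.3 and a set limit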;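 also: plate controls were Siah plus tracer with DMSO for no effect and tracer alone without Siah for full effect; strong numbers were not always called active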
human PMI inhibitors: human PMI inhibitors, high substrate, primary screen, biochemical, fluorescence intensity, high mannose 6-phosphate (AID 1220). recombinant PMI enzyme, coupled fluorescence intensity; higher % means a stronger effect. inhibition, % at 20 µM; hits with a dose series show IC50 in µM. Mannose-6-phosphate isomerase (Homo sapiens). 0.66% of 190,000 active
TNAP activators: human TNAP enzyme activators, primary screen, biochemical, luminescent, no phosphate acceptor, uHTS (AID 1001). Alkaline phosphatase, tissue-nonspecific isozyme (Homo sapiens). purified TNAP, luminescent activation assay, no phosphate acceptor; higher activation fold means a stronger effect. activation fold at 20 µM; hits with a dose series show EC50 in µM. 0.03% of 200,000 active; in the data active = activation fold from about 3, or a potency from the dose series; inactive = the rest, 99 in 100 with activation fold below about 1.6; also: many of its hits are not listed in these tables
human PMI inhibition: inhibitors of human PMI, primary screen, biochemical, fluorescence intensity, coupled assay (AID 1209); purified PMI enzyme, coupled fluorescence intensity; higher % means a stronger effect; 0.42% of 190,000 active; Mannose-6-phosphate isomerase (Homo sapiens); one-dose inhibition, % at 20 µM; IC50 in µM for titrated hits;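 also: plate controls were DMSO vehicle for no effect and wells lacking substrate for full effect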
RSV CPE inhibition: RSV antiviral activity via CPE protection, HEp-2 cells, primary 10 µM value included (AID 2391); HEp-2 cells, RSV-induced CPE inhibition; higher % means a stronger effect; 0.13% of 310,000 active; CPE inhibition, % at 10 µM; hits with a dose series show IC50 in µM; in the data active = a potency from the dose series; inconclusive = CPE inhibition mostly from about 23% at the one dose, without a potency; inactive = the rest, 99 in 100 with CPE inhibition below about 21%; also: strong numbers were not always called active
XIAP antagonists: XIAP antagonists, biochemical, IAP family, fluorescence polarization (AID 1018); E3 ubiquitin-protein ligase XIAP (Homo sapiens); XIAP BIR domain, fluorescence polarization peptide displacement; higher % means a stronger effect; one-dose displacement, % at 20 µM; IC50 in µM for titrated hits; 0.007% of 200,000 active; in the data active = displacement above about 50%; also: a part of the inactive calls stands beside numbers as strong as those of hits
WT yeast gro inh: growth inhibition of WT strain, primary screen, mitochondrial fusion inhibitor project, WT and mutant strains, chemical genetic; AID 1362, 2008; 2.1% of 190,000 active; inhibition, % at 10 µM; mitochondrial fusion phenotypic screen; in the data active = inhibition above about 58%; tested in S. cerevisiae
PhoP inhibition: inhibitors of PhoP regulon expression, primary screen, Salmonella Typhimurium, GFP reporter (AID 1863). S. Typhimurium PhoP-regulated promoter GFP reporter, 4 h; higher % means a stronger effect. inhibition, % at 50 µM; hits with a dose series show IC50 in µM. 0.16% of 300,000 active;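 active = inhibition over 29.93%, a cutoff 3 SD above the screen mean, later confirmed by dose response; inconclusive = inhibition over 29.93% but no dose response follow-up; inactive = inhibition at most 29.93% or unconfirmed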;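 also: 0% = low Mg2+ inducing control and 100% = high Mg2+ repressing control; strong numbers were not always called active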
WT yeast gro inh mutant strain: also measured in WT yeast gro inh; calls as there; inhibition, %; mitochondrial fusion phenotypic screen, mutant strain inhibition
Myeloid diff 2 GFP+ MAC1+ %: also measured in Myeloid diff 2; calls as there; GFP+ MAC1+ double positive, %; measured here: differentiation confirmed by MAC1 staining
* marks the source's active call; other numbers are inactive results; i = inactive; ? = inconclusive; · = not tested or not shown. Rule as the data show it, unless noted: active = inhibition above about 50%; inactive = the rest.

SMILES	Myeloid diff 2	Myeloid diff 2 GFP+ MAC1+ %	Siah-1 displacement	human PMI inhibitors	TNAP activators	human PMI inhibition	RSV CPE inhibition	XIAP antagonists	WT yeast gro inh	WT yeast gro inh mutant strain	PhoP inhibition
CNC(=O)CSc1nnc(C(C)C)n1C	i	0.6	3%	13%	1.1	14%	1.8%	-6.4%	-20	11	3%
Cc1ccccc1-c1nnc(NC(=O)c2cc3ccccc3oc2=O)s1	·	·	0%	-6%	0.8	-1%	·	-14%	0	-10	-4%
COc1ccc(N(CN2C(=O)c3ccccc3C2=O)C(=O)COc2ccc(Cl)cc2Cl)cc1	i	0.8	6%	11%	1	21%	1.2%	-25%	14	12	-12%
CC(C)(C)c1ccc(O)c(/C=N\O)c1	i	0.5	4%	10%	1	15%	1.4%	-4.4%	-4	-7	-5%
COc1ccccc1C(=O)N/N=C(\C)CC(=O)Nc1ccc2c(c1)OCCO2	?	·	2%	·	·	·	0.5%	·	·	·	-2%
CCc1ccc(NC(=O)CCC(=O)Nc2nnc(C(F)(F)F)s2)cc1	i	0.8	-4%	·	·	·	1.5%	·	·	·	-3%
NC(=O)NC(=O)CSc1nnc(-c2ccc(Cl)cc2)n1CC1CCCO1 (stereo unspecified)	i	1.1	-3%	-10%	1.1	-6%	2.3%	-7.2%	-6	-11	7%
O=C(O)c1ccc(NS(=O)(=O)/C=C/c2ccccc2)cc1O	i	1.0	-2%	23%	1	-2%	1.7%	-12%	-10	-7	22%
CCCCC1OC2(C)OC(=N)C1(C#N)C(C#N)(C#N)C2c1ccccc1 (stereo unspecified)	i	0.7	7%	38%	1.1	37%	4.0%	-5.3%	0	8	-39%
CC1CCCCN1Cc1ccc(N)cc1 (stereo unspecified)	i	2.0	-3%	26%	1.1	15%	1.6%	-1.2%	-10	-3	8%
CC(C)CN(C(=O)CCC(=O)OCC(=O)c1ccc(F)c(F)c1)c1c(N)n(CC(C)C)c(=O)[nH]c1=O	i	0.7	-2%	·	·	·	2.9%	·	·	·	1%
CCCCN(C)CCCNC(=O)CN1C(=O)COc2ccc(S(=O)(=O)N3CCOCC3)cc21	i	1.0	5%	·	·	·	0.8%	·	·	·	-6%
CC(Sc1cccc[n+]1[O-])C(=O)Nc1cccc(S(=O)(=O)N2CCOCC2)c1 (stereo unspecified)	i	2.1	-2%	-12%	1.1	6%	0.6%	-3.6%	-14	4	-8%
Cc1csc2nc(CNS(=O)(=O)c3ccc4c(c3)CCCC4)cn12	i	3.9	5%	0%	1	3%	2.8%	-6.7%	5	-5	4%
COC(=O)c1c(C(=O)OC)c2cccc3cc(-c4ccccc4)c4ccc1c4n32	i	0.6	i	10%	0.9	21%	1.8%	6.2%	-6	0	2%
COCCCNC(=O)C1CC(=O)N(CCc2ccc(F)cc2)C1 (stereo unspecified)	i	0.7	8%	·	·	·	2.2%	·	·	·	4%
Cc1cc(C)nc(SC2CCCCC2NS(=O)(=O)c2ccc(Cl)cc2)n1 (stereo unspecified)	i	0.3	0%	7%	1	18%	11%	-1.4%	12	18	2%
CCNc1nc(NCC)n2c(SC(C(=O)Nc3cc(C)ccc3C)c3ccccc3)nnc2n1 (stereo unspecified)	i	0.8	5%	-5%	1.1	-1%	6.8%	-3.5%	-11	-29	14%
O=C1COc2ccc(C(=O)COC(=O)CCSc3ccc(Cl)cc3)cc2N1	i	0.3	0%	-7%	1	-7%	1.2%	-5.8%	1	11	-4%
CC1CC(C)CN(C(=O)CCCn2c(=S)[nH]c3ccccc3c2=O)C1 (stereo unspecified)	i	0.6	1%	-2%	1	6%	1.2%	-1.6%	-14	-6	-3%
CC(C)(C)c1ccc(OCCCNCc2ccccc2)cc1	i	0.6	0%	3%	1.1	10%	0.4%	-21%	87*	86*	12%
COc1ccc2c(c1)C(C)=CC(C)(C)N2C(=O)CN1C(=O)CCC1=O	i	1.4	2%	14%	1.1	6%	0.6%	-5.9%	5	1	3%
O=C(Nc1nc2ccccc2[nH]1)c1cc2ccccc2o1	i	0.5	-4%	26%	1.1	4%	0.5%	-6.0%	-9	-23	-1%
Cn1c(Cc2ccccc2)nnc1SCCC(=O)Nc1ccccc1	i	1.0	1%	-7%	1	-2%	0.2%	-3.2%	48	24	-15%
O=C(COc1ccc(Cl)cc1)NCc1nnc(SCC(=O)NC2CCCCC2)o1	i	0.9	-5%	1%	1.1	8%	2.9%	-6.6%	-2	-12	2%
NC(=O)C1CCN(C(=O)COc2cccc3cccnc23)CC1	i	0.3	6%	-4%	1.1	-1%	0.4%	-4.3%	-9	-9	·
Cc1[nH]nc2c1C1(CCN(C(=O)c3ccccc3)CC1)C(C#N)=C(N)O2	i	0.8	1%	3%	1.1	6%	0.9%	-0.4%	-12	7	-7%
CCSc1oc(-c2ccccc2)nc1S(=O)(=O)c1ccccc1	i	8.4	0%	-50%	1.1	-18%	1.0%	-4.8%	12	12	1%
Cc1ccc2nc(C(=O)N3CCc4c([nH]c5ccccc45)C3c3ccccn3)cn2c1 (stereo unspecified)	i	0.5	-2%	·	1.1	·	9.8%	-10%	24	-6	6%
CC1NC(=S)N(Cc2ccccc2)C1=O (stereo unspecified)	i	0.2	0%	·	·	·	0.6%	·	·	·	2%

A different layout for 6 compounds above.
Structure | Myeloid diff 2 | Myeloid diff 2 GFP+ MAC1+ % | Siah-1 displacement | human PMI inhibitors | TNAP activators | human PMI inhibition | RSV CPE inhibition | XIAP antagonists | WT yeast gro inh | WT yeast gro inh mutant strain | PhoP inhibition
NC(=O)NC(=O)CSc1nnc(-c2ccc(Cl)cc2)n1CC1CCCO1 (stereo unspecified) | i | 1.1 | -3% | -10% | 1.1 | -6% | 2.3% | -7.2% | -6 | -11 | 7%
CCc1ccc(NC(=O)CCC(=O)Nc2nnc(C(F)(F)F)s2)cc1 | i | 0.8 | -4% | · | · | · | 1.5% | · | · | · | -3%
CCSc1oc(-c2ccccc2)nc1S(=O)(=O)c1ccccc1 | i | 8.4 | 0% | -50% | 1.1 | -18% | 1.0% | -4.8% | 12 | 12 | 1%
O=C(O)c1ccc(NS(=O)(=O)/C=C/c2ccccc2)cc1O | i | 1.0 | -2% | 23% | 1 | -2% | 1.7% | -12% | -10 | -7 | 22%
COc1ccccc1C(=O)N/N=C(\C)CC(=O)Nc1ccc2c(c1)OCCO2 | ? | · | 2% | · | · | · | 0.5% | · | · | · | -2%
COC(=O)c1c(C(=O)OC)c2cccc3cc(-c4ccccc4)c4ccc1c4n32 | i | 0.6 | i | 10% | 0.9 | 21% | 1.8% | 6.2% | -6 | 0 | 2%

(list continues)
SMILES	Myeloid diff 2	Myeloid diff 2 GFP+ MAC1+ %	Siah-1 displacement	human PMI inhibitors	TNAP activators	human PMI inhibition	RSV CPE inhibition	XIAP antagonists	WT yeast gro inh	WT yeast gro inh mutant strain	PhoP inhibition
COc1ccc(/C=C2\SC(=S)N(CCC(=O)NCCCN3CCOCC3)C2=O)cc1	i	1.2	-1%	·	·	·	1.5%	·	·	·	-5%
CC(C)(C)NC(=O)C(c1ccncc1)N(Cc1cccs1)C(=O)c1csnn1 (stereo unspecified)	i	1.0	15%	·	·	·	-0.4%	·	·	·	-5%
Clc1ccc2nc(CSCc3ccccc3)cn2c1	i	0.1	8%	-1%	1.2	-6%	-2.1%	-9.6%	36	30	-3%
Cc1ccc(NC(=O)c2cc3ccccc3o2)cc1S(=O)(=O)N(C)C	i	0.1	-1%	37%	1.1	13%	·	-1.7%	10	28	-11%
Cc1ccc(C(=O)Nc2nc(COc3ccccc3)cs2)s1	i	7.6	-5%	20%	1.1	19%	-1.3%	0.3%	21	2	3%
COc1ccc(-c2nc(C(F)(F)F)c(OC)o2)cc1OC	i	0.6	11%	-5%	1.1	-8%	4.0%	-4.3%	4	0	-2%
Cc1c(Cl)cccc1NC(=O)c1cc(-c2ccco2)on1	i	0.5	5%	·	·	·	5.4%	·	·	·	1%
CC1CCN(C(=O)CSc2nnc3c(n2)[nH]c2ccccc23)CC1	i	0.4	2%	·	·	·	1.6%	·	·	·	5%
O=c1n(Cc2ccccc2Cl)c2sc3c(c2c2ncnn12)CCCC3	i	1.5	-1%	2%	1	-9%	·	3.7%	·	·	·
CC(C)(C)c1ccc(C(=O)Nc2nonc2-c2nc3ccccc3[nH]2)cc1	i	0.1	-4%	17%	1.1	17%	6.8%	-8.1%	-1	-1	-9%
O=C(Nc1ccccc1)C1=C[C@@H](C2CCCCC2)C[C@@H](OCc2ccc(CO)cc2)O1	i	1.1	-3%	14%	1.1	17%	1.9%	-18%	36	-2	6%
Cc1nn(-c2ccc(N3CCCCC3)nn2)c(C)c1CCC(=O)Nc1cccc(F)c1	i	4.4	-2%	·	·	·	14%	·	·	·	4%
Cn1ccnc1SCC(=O)c1ccc2ccccc2c1	i	0.5	4%	-6%	1	-3%	3.4%	-4.5%	8	23	-9%
Cn1nnnc1SCc1cccc2ccccc12	i	0.6	2%	-12%	1.1	-9%	-1.6%	-7.0%	4	7	-7%
COc1ccc(N2CCN(C(=O)CNC(=O)Cc3ccc(Cl)cc3)CC2)cc1	i	0.0	-1%	·	·	·	-0.6%	·	·	·	4%
O=C(NCc1nc2ccccc2[nH]1)c1c(F)c(F)c(F)c(F)c1F	i	0.3	12%	-1%	1	9%	0.6%	-7.9%	-10	2	-7%
C=CCn1c(SCC(=O)c2[nH]c(C)c(C(=O)OC)c2C)nc2scc(-c3ccc(OC)c(OC)c3)c2c1=O	i	0.5	-7%	2%	1	16%	2.2%	-24%	-6	-25	-4%
CCOc1cc(/C=N/NS(=O)(=O)c2ccc(OC)cc2)ccc1OCCN1CCOCC1	i	0.5	0%	-7%	0.9	-11%	1.0%	-2.5%	4	-10	-8%
COc1ccc(C)cc1S(=O)(=O)Nc1ccc(F)cc1	i	0.2	-5%	-3%	1.1	1%	1.3%	4.2%	62*	21*	9%
O=C(NCCCNC(=O)c1ccccc1F)c1ccco1	i	0.3	1%	·	·	·	1.9%	·	·	·	-3%
CCN(c1cccc2ccccc12)S(=O)(=O)c1ccc(Cl)nc1	i	0.4	-1%	·	·	·	0.3%	·	·	·	-1%
NS(=O)(=O)c1ccc(CCNC(=O)COC(=O)CCc2ccccc2)cc1	i	0.4	4%	-1%	1.1	-3%	2.6%	-4.9%	1	-4	5%
CCc1nc(NCCc2ccccn2)c2nnn(Cc3ccccc3F)c2n1	i	2.4	1%	9%	1.1	6%	1.3%	-1.8%	8	29	-8%
